SARS 3CLpro inh: SARS-CoV 3CLpro protease inhibitors, primary screen, biochemical, quenched FRET; Replicase polyprotein 1ab (Severe acute respiratory syndrome coronavirus), P0C6X7; recombinant SARS-CoV 3CLpro, quenched FRET peptide cleavage; inhibition, % at 6 µM; 290,000 tested, 0.14% active; AID 1706, 2009; in the data active means inhibition above about 12%
PriA SSB inh: inhibitors of Klebsiella pneumoniae PriA binding to SSB C-terminal tail, primary screen, biochemical, AlphaScreen; PriA–SSB C-terminal tail interaction (Klebsiella pneumoniae); AlphaScreen SSBct-PriA binding, biotinylated peptide; inhibition, % at 33 µM; 430,000 tested, 0.6% active; in the data active means inhibition mostly above about 37%, no sharp cut-off; inactive means mostly below about 20%;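 further: plate controls were negative control peptide for no effect and reference peptide for full effect; strong numbers were not always called active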
TcdB inh: TcdB glycohydrolase inhibitors, primary screen, biochemical, single point, plate reader; Toxin B (Clostridioides difficile), P18177; TcdB glycohydrolase enzymatic assay; inhibition, % at 9.99 µM; 350,000 tested, 0.24% active; in the data active means inhibition above about 10%
Yp Topo-I inh: Yersinia pestis topoisomerase I inhibitors, primary screen, biochemical, cleavage product accumulation, plate reader, single point; DNA topoisomerase I (Yersinia pestis CO92); Y. pestis Topo-I cleavage product accumulation; activity, % at 10 µM; 360,000 tested, 0.064% active; AID 504884, 2011; in the data active means activity above about 50%, passing the limit was not always enough; further: inactives centre near 2
Anthrax LF prot: Bacillus anthracis LF protease inhibitors, primary screen, biochemical, multiplex microsphere, MLPCN library | inhibition, % at 10 µM | Lethal factor (Bacillus anthracis), P15917 | multiplex microsphere protease cleavage assay | 360,000 tested, 0.12% active; in the data active means inhibition above about 30%; further: plate controls were buffer without enzyme for full effect and enzyme alone for no effect
Vc quorum ag: inducers of Vibrio cholerae quorum light production without autoinducers, primary screen, BH1578 luxS cqsA deficient, single point; activation, % at 18.7 µM; V. cholerae BH1578 lux reporter, luminescence, 6 h; 350,000 tested, 0.16% active; in the data active means activation mostly above about 9.7%, no sharp cut-off; further: not every result past the cut was called active; inactives centre near 0; reference of the scale not given here
VHR inh abs: VHR1 phosphatase inhibitors, primary screen, biochemical, absorbance, uHTS. Dual specificity protein phosphatase 3 (Homo sapiens), P51452. recombinant VHR phosphatase, pNPP absorbance. inhibition, % at 13.3 µM. 290,000 tested, 0.52% active; in the data active means inhibition above about 50%; further: some compounds called inactive have numbers as strong as hits
Rv3671c protease: Rv3671c serine protease inhibitors, primary screen, biochemical, fluorescence polarization, M. tuberculosis H37Rv; P9WHR9; inhibition, % at 5.96 µM; 320,000 tested, 0.048% active; in the data active means inhibition above about 38%;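 further: extracellular domain of Rv3671c used as enzyme; 0% = enzyme with DMSO and 100% = no enzyme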
MazEF act: activators of E. coli MazEF toxin-antitoxin RNase, primary screen, biochemical, fluorescence, uHTS. FAM/BHQ RNA-DNA oligo cleavage fluorescence, 5 h. AID 504720, 2011. activation, % at 20 µM. 350,000 tested, 0.32% active. Endoribonuclease toxin MazF (Escherichia coli (strain K12)), P0AE70; in the data active means activation above about 50%
PfHsp40 yeast: rescue of yeast from PfHsp40 toxicity, primary screen, S. cerevisiae, ATP luminescence | S. cerevisiae expressing PfHsp40, growth rescue | growth rescue, % at 12.5 µM | 340,000 tested, 0.68% active; in the data active means growth rescue above about 28%, passing the limit was not always enough;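 further: yeast W303a lacking pdr1 and pdr3 grown in galactose medium; growth measured after three days at 30 °C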
An asterisk follows results filed as active; i = inactive; x = no result given; & = joins results of further samples. Some of the compounds tested; count on the stated rates, not on these rows.

SMILES	Vc quorum ag	PriA SSB inh	Rv3671c protease	VHR inh abs	MazEF act	Yp Topo-I inh	SARS 3CLpro inh	PfHsp40 yeast	Anthrax LF prot	TcdB inh
CCOc1cccc(C(=O)N2CCCCC2c2cccnc2)c1 (centres undefined)	-17	9	0	-13	4	-6	-1	-0.1	0	x
COc1ccc(S(=O)(=O)Nc2cccc3c2O[C@H](CN(C)CC2CCCCC2)[C@@H](C)CN([C@H](C)CO)C3=O)cc1	i	-7	3	x	1	6	x	0.4	4	0.1&8.6
CN(C)CCC(=O)NCC1OCCc2ccccc21 (centres undefined)	i	-4	2	4	7	5	6	-1.8	0	x
COc1ccccc1-c1nnc(SCC(=O)NC2CCCCC2)n1N	-0.1	0	2	x	-6	2	x	-1.0	2	2.0
Cc1cc(C)c(NC(=O)c2ccoc2C)c(C)c1	i	-12	-3	20	0	3	4	-0.3	0	x
COc1ccccc1CNC(=O)C(C)NS(=O)(=O)c1ccc(Br)cc1 (centres undefined)	i	-13	-7	13	10	10	-5	-1.2	0	x
CCC(C)(C(=O)NC1CCCC1)N(Cc1ccco1)C(=O)c1ccc2c(c1)OCO2 (centres undefined)	i	0	-10	34	-9	6	3	0.0	-4	x
O=C(Cn1cc2c(n1)CCCC2)N1CCCc2ccccc21	-0.1	-6	-11	19	-1	-1	-6	-0.7	-2	1.3
C[C@@H]1CN([C@@H](C)CO)C(=O)c2cc(Br)cnc2O[C@H]1CN(C)Cc1ccc(-c2ccccc2)cc1	i	x	x	x	10	31	x	x	-2	-0.7&-1.2
CCOc1ccc(NC(=O)COc2ccc(OC)cc2)cc1	x	-16	-1	-10	-3	3	-1	0.0	1	1.1
O=C(CCCSc1nc2ccccc2[nH]1)Nc1nnc(-c2ccccc2)o1	i	-4	-1	40	9	-11	1	1.1	1	x
N#Cc1c(NC(=O)CN2CCOCC2)oc(-c2ccccc2)c1-c1ccccc1	i	15	3	-4	-6	22	-4	1.4	3	x
CCc1ccc(C2N(c3ccc(OC)cc3)C(=O)C3CCCN32)cc1 (centres undefined)	-0.2	2	6	-20	4	12	2	-1.7	-3	1.1
COc1ccc(-c2cc(C(=O)N3CCc4ccccc4C3)no2)cc1OC	-0.2	-10	-9	21	5	34	-4	3.9	-5	x
COC(=O)c1cc(NC(=O)c2cccc([N+](=O)[O-])c2C)ccc1Cl	i	-4	10	-24	-22	-6	-4	0.8	-12	2.9
CC(=O)Nc1cccc(C(=O)OCC(=O)Nc2ccc(Cl)cn2)c1	-1.1	-6	-9	x	1	-9	x	0.2	1	0.5
Cn1c(=O)c2ccccc2n(CC(=O)NC2CCCCC2)c1=O	-2.8	-6	5	30	-1	5	2	-1.4	0	0.7
Clc1ccccc1C(c1nnnn1Cc1ccco1)N1CCN(Cc2ccco2)CC1 (centres undefined)	x	-5	-3	19	2	24	-1	0.5	-2	x
CC(=O)Nc1ccc(CN(C)c2c(C)nc3ccc(C(=O)NCCCn4ccnc4)cn23)cc1	0.3	x	x	x	x	-2	x	x	-4	0.1
Cc1cc2c(=O)oc(-c3ccccc3Br)nc2s1	-0.4	-16	x	4	-9	6	1	0.5	-5	1.5
O=[N+]([O-])c1cc(C(F)(F)F)ccc1NC1CCN(Cc2ccccc2)C1 (centres undefined)	i	43*	0	14	-4	15	-3	0.3	2	0.8
CCOc1ccc(NS(=O)(=O)c2ccc3[nH]cc(C(=O)NCCOC)c(=O)c3c2)cc1	3.9	1	-25	-27	12	6	-1	0.4	4	x
O=C(O/N=C1\CCCc2ccccc21)c1ccc(F)cc1	-0.2	x	-1	5	-8	-2	-3	2.2	-5	x
O=C(CSc1nc2[nH]ncc2c(=O)n1-c1ccccc1Br)NCc1ccco1	-0.4	-8	4	-2	8	0	5	0.3	0	x
CC1(C(=O)O)CCN1C(=O)c1ccccc1F (centres undefined)	i	x	x	x	x	0	x	x	5	1.0
CCOc1ccc(CC(=O)Nc2c(C(=O)Nc3ccccc3)oc3ccccc23)cc1OCC	i	5	0	-4	-4	17	-2	-1.2	4	x
COc1cc(OC)c(/C=N/NC(=O)c2ccncc2)cc1Br	-0.2	x	2	3	3	-13	-3	-2.7	-3	-0.6
CC1(C)Cc2[nH]c(=S)c(C#N)cc2CO1	i	-1	1	18	4	2	2	-1.9	-6	x
Cc1ccc(S(=O)(=O)NC(=NC(C)C(=O)O)c2ccccc2)cc1 (centres undefined)	-2.1	x	-2	19	-5	2	1	-2.0	2	x
COc1cc2c(cc1Cl)C(=O)C(F)(c1ccccc1)C(=O)N2 (centres undefined)	-0.5	3	2	9	1	0	-1	1.2	-7	0.6
COCC(=O)N(C)C[C@H]1Oc2cc(C#Cc3cccnc3)ccc2S(=O)(=O)N([C@H](C)CO)C[C@H]1C	-0.5	x	x	x	3	2	x	x	3	-3.6&-0.3&-0.3
Cc1oc2cc(O)ccc2c(=O)c1-c1cnn(-c2ccccc2)c1	-3.3	-2	-16	13	3	4	7	-0.1	-2	x
Cc1ccc2c(c1C)NC(C)CC2C (centres undefined)	-2.8	-24	-2	-5	2	3	2	-0.3	-2	x
O=C1CC(c2nc3ccccc3[nH]2)CN1Cc1ccccc1 (centres undefined)	-0.1	-3	13	11	1	1	-2	0.2	-10	0.3
CCn1c(SCC(=O)c2ccc(O)c(O)c2)nnc1-c1ccc(C)cc1	0.5	-2	10	17	4	4	3	-0.4	-2	x
N#Cc1c(/N=C/c2ccc(Br)s2)sc2c1CCC2	i	x	x	31	-12	6	0	-0.8	0	x
O=C(COC(=O)c1ccc(Cl)c(S(=O)(=O)N2CCOCC2)c1)NCc1ccco1	-0.3	-14	1	x	1	-5	x	-1.5	4	3.9
CCOC(=O)C1CCN(C(=O)CN(c2ccc3c(c2)OCCO3)S(C)(=O)=O)CC1	-0.2	-9	-3	8	-1	-6	8	0.2	-10	1.0
NS(=O)(=O)c1ccc(CCNC(=O)c2ccc(Br)s2)cc1	i	-16	0	24	-19	1	-1	-0.6	0	0.2
Cc1ccc2oc(C(=O)Nc3ccc(S(=O)(=O)Nc4ncccn4)cc3)c(C)c2c1	x	-7	-8	11	3	-4	-5	-1.5	4	1.5

Entries from the list above that have a COOH group:
SMILES	Vc quorum ag	PriA SSB inh	Rv3671c protease	VHR inh abs	MazEF act	Yp Topo-I inh	SARS 3CLpro inh	PfHsp40 yeast	Anthrax LF prot	TcdB inh
CC1(C(=O)O)CCN1C(=O)c1ccccc1F (centres undefined)	i	x	x	x	x	0	x	x	5	1.0
Cc1ccc(S(=O)(=O)NC(=NC(C)C(=O)O)c2ccccc2)cc1 (centres undefined)	-2.1	x	-2	19	-5	2	1	-2.0	2	x

Back to the main list, starting two compounds before the break.
SMILES	Vc quorum ag	PriA SSB inh	Rv3671c protease	VHR inh abs	MazEF act	Yp Topo-I inh	SARS 3CLpro inh	PfHsp40 yeast	Anthrax LF prot	TcdB inh
NS(=O)(=O)c1ccc(CCNC(=O)c2ccc(Br)s2)cc1	i	-16	0	24	-19	1	-1	-0.6	0	0.2
Cc1ccc2oc(C(=O)Nc3ccc(S(=O)(=O)Nc4ncccn4)cc3)c(C)c2c1	x	-7	-8	11	3	-4	-5	-1.5	4	1.5
CC1CCCN(C(=O)c2cc3ccccc3cc2O)C1 (centres undefined)	0.8	-18	3	24	4	0	-1	-1.6	6	-0.1
Cc1c(Cl)cn2c(=O)cc(CN3CCN(c4ccccc4)CC3)nc2c1Cl	0.1	-2	-4	-13	-12	0	-2	0.6	-5	-1.0
CSc1cccc(NC(=O)CCn2c(=O)c3cccn3c3cccnc32)c1	-0.4	-4	-10	33	-2	-2	-2	1.3	-2	0.5
COc1ccc(S(=O)(=O)NC(=O)C2(C)CCN2C(=O)Cc2ccccc2Cl)cc1OC (centres undefined)	i	x	x	x	x	7	x	x	-6	-0.5
O=c1c(-c2ccc(F)cc2)coc2cc(O)ccc12	-6.5	-22	-5	26	23	0	1	4.0	0	0.2
COc1cc(N)c2ncccc2c1Cl	-2.9	0	x	x	6	5	x	-0.9	2	-9.9
CCC(=O)N1COC[C@@H]1Cc1ccccc1	-0.1	-10	1	45	0	-5	-4	-0.6	-3	x
CN(C)S(=O)(=O)c1ccc(C(=O)N2CCN(S(=O)(=O)c3cccs3)CC2)cc1	-0.5	-8	-1	26	-6	2	-1	0.2	1	0.7
COc1ccc(S(=O)(=O)NCc2ccccn2)cc1NC(=O)c1ccccc1F	1.8	-2	-2	26	4	-8	-4	-0.4	-5	0.2
COc1ccc(NC(=O)Nc2ccc(N3CCCC3=O)cc2)cc1OC	-0.5	8	-10	29	1	2	2	-1.3	-3	1.1
CC(=O)NC(C)c1cc(Cl)c2cccnc2c1O (centres undefined)	i	52	-7	x	9	-4	x	-1.0	-1	-3.9
C/C(=N\NC(=O)Cc1ccc(Cl)cc1)c1ccccn1	-0.6	x	-4	23	7	6	-3	7.3	0	x
CC(=O)Nc1ccc2nc(NC(=O)c3cccs3)sc2c1	-0.4	-5	-24	21	5	4	-4	1.0	-2	0.3
C[C@H](CO)N1C[C@H](C)[C@@H](CN(C)C(=O)Nc2ccccc2)Oc2ccc(NS(=O)(=O)c3ccc(F)cc3)cc2C1=O	i	-6	5	x	3	9	x	-1.7	0	0.3&4.0
CCn1c(C2CCN(Cc3ccccc3)CC2)n[nH]c1=S	-1.0	8	2	22	-15	1	4	1.7	0	-0.9
O=C(NC1CCCCC1)c1cc2cc(Br)ccc2o1	0.7	-6	0	11	-4	3	2	-0.1	-3	0.5

Bioassay records as filed in PubChem BioAssay.
